Assay outcomes: PubChem BioAssay, National Center for Advancing Translational Sciences (NCATS)
HT1080 IDH1KD tx: toxicity to HT-1080 IDH1 knockdown cells (counter line); AID 686971; 2% of 360,000 active; HT-1080 IDH1 knockdown viability, ATP luminescence, 48 h; Potency, µM (top dose mostly 46.1 µM), without a hit: at the top dose activity, negative = toxicity, most hits filed as cytotoxic;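 further: 0% = DMSO wells and -100% = cell-free medium wells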
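CellTiter-Glo luminescence after 48 h compound exposure at 37 degrees C of IDH1-knockdown HT-1080 cells in 5% FBS RPMI. %Activity scaled between DMSO wells and cell-free media wells, with curves fitted and assigned curve classes.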
KB-V1 MDR tox: kills drug-selected multidrug resistant KB-V1 cells; KB-V1 MDR cells viability, CellTiter-Glo, 72 h; Potency, µM (highest dose often 46.1 µM), for inactives: at the highest dose activity change, negative = cytotoxicity, most hits filed as cytotoxic; 3.4% of 400,000 active; AID 1347076; further: on the % scale 0 is the no-effect control and ±100 the full control effect; nearly all actives have a fitted effect of over 60% in size
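In this primary screen, KB-V1 cells overexpressing P-gp are incubated with library compounds (lowest to highest concentration) for 72 h at 37 degrees C before a luminescent ATP viability read.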
HT1080NT lethal: kills 2HG-producing HT-1080-NT fibrosarcoma cells; 1.6% of 360,000 active; AID 686970; Potency, µM (titrated, usually from 46.1 µM), inactives show at the highest dose activity, negative = less viability, usual class: cytotoxic; HT-1080-NT fibrosarcoma viability, CellTiter-Glo ATP luminescence, 48 h;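 further: NT is the 2HG producing partner of a matched IDH1 knockdown line; 0% = DMSO-treated cells and -100% = media-only wells without cells; nearly all actives have a fitted effect of over 55% in size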
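HT-1080-NT; 750 cells/well; 5% FBS RPMI; 48 h compound, 37 degrees C; CellTiter-Glo luminescence; curve fitting and curve-class assignment.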
KB-3-1 cytotox: kills parental KB-3-1 adenocarcinoma cells. KB-3-1 viability, CellTiter-Glo ATP luminescence, 72 h. Potency, µM (series often up to 46.1 µM), for inactives: top-dose activity change, negative = cytotoxic, usual class: cytotoxic. 1.4% of 400,000 active. AID 1347075; further: on the % scale 0 is the no-effect control and ±100 the full control effect; nearly all actives have a fitted effect of over 60% in size
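Cytotoxicity in the drug-sensitive parental line KB-3-1 was scored as loss of CellTiter-Glo luminescence following 72 h incubation with compound. Values come from curve fitting of normalized concentration-response data.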
GLP-1R agonist: agonists of human GLP-1 receptor. HEK293 GLP-1R CRE-luciferase, luminescence, 4-6 h; cells express a hypersensitive GLP-1R form. Potency, µM (doses to about 45.6 µM), inactives show at the top dose activation, actives largely listed as activators. 0.007% of 380,000 active. AID 624172; further: % of control where 0% means no effect
Target sequence (P43220 whole entry, looked up): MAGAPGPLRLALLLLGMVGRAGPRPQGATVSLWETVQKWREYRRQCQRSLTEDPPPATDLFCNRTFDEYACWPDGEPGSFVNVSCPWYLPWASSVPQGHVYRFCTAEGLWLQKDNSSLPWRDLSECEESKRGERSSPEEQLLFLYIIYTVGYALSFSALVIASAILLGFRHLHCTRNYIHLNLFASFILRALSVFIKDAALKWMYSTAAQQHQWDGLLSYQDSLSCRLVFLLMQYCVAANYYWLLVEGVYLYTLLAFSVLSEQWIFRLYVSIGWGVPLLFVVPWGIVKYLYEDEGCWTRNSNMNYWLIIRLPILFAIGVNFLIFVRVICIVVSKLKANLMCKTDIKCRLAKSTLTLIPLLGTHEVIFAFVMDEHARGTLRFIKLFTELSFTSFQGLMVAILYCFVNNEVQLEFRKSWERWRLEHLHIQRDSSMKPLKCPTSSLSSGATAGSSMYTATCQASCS
HEK293 tox: cytotoxicity in counter-screen for GLP-1R inverse agonists; Potency, µM (titrated, usually from 38.3 µM), without a hit: at the highest dose activity change, negative = inhibition, usual class: inhibitors; HEK293 cAMP-luciferase reporter cells, luminescence, 24 h; 0.13% of 410,000 active;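 further: loss of luciferase light is scored as toxicity; on the % scale 0 is the no-effect control and ±100 the full control effect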
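Cells in DMEM/10% Nu serum/1% pen-strep, 1536-well format. Pre-incubated 12 h, dosed with 23 nL compound, incubated a further 24 h. Luciferase detection, 12 min at room temp, luminescence.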
SW480 rereplic: inducers of DNA re-replication in SW480 colon cancer cells. SW480 DNA re-replication, Hoechst DNA content imaging, 48 h. Potency, µM (highest dose often 46.1 µM), for the others: top-dose re-replication activation, hits mostly activators. 1.8% of 340,000 active; further: % of control where 0% means no effect; nearly all actives have a fitted effect of over 55% in size
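Readout is total intensity of Hoechst-stained nuclei, excited at 405 nm and collected at 500-530 nm. Compound treatment lasted 48 hr at 37 C in 5% CO2 before staining.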
GLP-1R inv ag: inverse agonists of human GLP-1 receptor | P43220 | HEK293 GLP-1R CRE-luciferase, luminescence, 24 h; GLP-1R form is constitutively active | Potency, µM (doses to about 38.3 µM), for inactives: at the top dose activity change, negative = inhibition, most hits filed as inhibitors | 1.6% of 410,000 active | AID 624417; further: on the % scale 0 is the no-effect control and ±100 the full control effect; nearly all actives have a fitted effect of over 55% in size
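Assay principle: reduced luminescence from a cAMP-responsive reporter in HEK293 cells co-expressing a constitutively active GLP-1R. Conditions: 24 hr compound incubation, 37 deg C, 5% CO2.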
TDP-43 yeast inh: inhibitors of TDP-43 toxicity in yeast. TDP-43 expressing yeast growth rescue, BacTiter-Glo, 24 h. 1.8% of 410,000 active. Potency, µM (doses to about 46.1 µM), inactives show at the highest dose growth rescue (activation), actives largely listed as activators; further: % of control where 0% means no effect; nearly all actives have a fitted effect of over 50% in size
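Cell-based yeast growth screen: TDP-43 expression induced in galactose, inoculum OD600=0.02 after raffinose pregrowth to mid-log. Read-out BacTiter-Glo luminescence at 24 hr, 30 deg C; inhibition of toxicity seen as signal increase.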
An asterisk follows results filed as active; ? = inconclusive; / = no result given; & = joins results of further samples; [ ] = dose if it differs, or a comment. The call rests on the fitted dose curve; in most records, active means well fitted curve in the direction sought with a large enough effect; inconclusive means small, poorly fitted or top-dose-only effect, or another doubt; inactive means no such curve, though single readings can be large; an effect the other way counts as inactive or inconclusive. Potency means the concentration at half of the fitted maximal effect. Not a hit list (roughly 9.4% active in at least one column).

SMILES | HT1080 IDH1KD tx | KB-V1 MDR tox | HT1080NT lethal | KB-3-1 cytotox | GLP-1R agonist | HEK293 tox | SW480 rereplic | GLP-1R inv ag | TDP-43 yeast inh
CCOC(=O)N1CCC(NC(=O)c2cc(S(=O)(=O)N3CCOCC3)ccc2F)CC1 | -2.9% | -3.3% | 18.3% | 2.9% | -12.5% | 5.0% | -3.7% | 77.7%[activator] | -20.7%
C[C@@H]1CN[C@@H](CCO)/C1=C\c1ccccc1 | 6.4% | 0.0% | 5.4% | 0.0% | -7.6% | 4.3% | -0.6% | -1.2% | 19.8%
O=C(O)/C=C/C(=O)NNC(=O)c1cccc(Br)c1 | 20.5% | 3.2% | 20.6% | -1.8% | 1.0% | 4.5% | 3.2% | 8.9% | 13.9%
O=S(=O)(Nn1c(O)c(C=C2N=c3ccccc3=N2)sc1=S)c1ccccc1 | -4.5% | 9.2% | -7.3% | 4.1% | -0.5% | ? | -15.0% | ? | 8.1%
CCOc1ccc(C(=O)c2nc3c(n2O)CCCC3)cc1 | 2.2% | 4.1% | -12.5% | -4.2% | ? | 7.8% | 0.9% | -1.8% | -8.9%
COc1ccc(NC(=O)c2cc(-c3ccccc3)on2)cc1 | -1.9% | -9.2% | 6.0% | 7.1% | -3.1% | -8.0% | -3.1% | 3.8% | 12.9%
CCc1c(C)nc(SCC(=O)Nc2c(C)n(C)n(-c3ccccc3)c2=O)[nH]c1=O | -16.8% | 1.6% | 23.3% | -1.6% | -13.8% | -6.7% | -1.0% | 8.0% | -15.7%
COc1ccc(-c2cc(C(=O)Nc3cc(Cl)ccc3O)no2)cc1 | 22.2% | 2.0% | ? | -22.0% | 6.4% | -2.7% | -1.6% | 27.4% | 16.4%
COc1ccc2c(c1OC)C(=O)N(c1cccc(NC(C)=O)c1)C2 | ? | 0.5% | 21.7% | 19.4% | 26.8% | 3.9% | 1.7% | 107.7%[activator] | -16.1%
Cc1cc(C(=O)O)ccc1-n1c(C)cc(C=C2C(=O)c3ccccc3C2=O)c1C | -7.2% | -13.7% | -2.6% | -13.9% | 22.1% | -0.9% | ? | 84.2%[activator] | -28.9%
COC(=O)C1=C(C)NC(=O)CC1c1ccc(F)c(Br)c1 (stereo not drawn) | 0.6% | -10.9% | 7.4% | -12.0% | 12.4% | 0.3% | -4.2% | 0.0% | -7.4%
Nc1nnc(SCCCC(=O)c2ccc(Br)cc2)s1 | -5.4% | ? | -6.0% | -4.0% | 10.0% | -1.1% | 4.9% | -7.7% | 4.0%
COC[C@H]1CCCN1c1ccc2c(c1)O[C@@H](COCc1ccccc1)CN([C@@H](C)c1ccccc1)S2(=O)=O | -2.4% | -3.2% | 8.7% | -5.1% | 5.3% | 4.0% | / | ? | 17.7%
CC[C@H](CO)NCCN[C@H](CC)CO | 9.2% | 3.2% | 23.1% | 0.0% | 1.0% | 3.0% | -39.7%&-0.2%[inhibitor] | 9.5% | 22.4%
Cc1nc(SCC(=O)c2ccc(Cl)s2)c2oc3ccccc3c2n1 | 11.4% | -9.1% | 0.9% | 2.3% | -7.1% | -0.9% | -55.5% | 0.8% | -3.4%
O=C(Nc1ccc(Cl)cc1C(F)(F)F)c1ccccc1 | -1.2% | -14.7% | -3.3% | 8.4% | 7.7% | -5.2% | 2.7% | 3.0% | 0.5%
O=C(CN1CCN(c2ccc(F)cc2)CC1)N1N=CCC1c1ccccc1 (stereo not drawn) | 0.4% | -0.2% | 0.4% | -0.1% | -4.2% | 2.4% | 21.0% | -4.6% | -19.9%
O=C(/C=C/c1cccs1)N1CCC2(CC1)Oc1ccc(Cl)cc1C(=O)C21CC(c2ccc(Cl)cc2)=NO1 (stereo not drawn) | 1.3% | 16.9% | 4.8% | 0.0% | 2.4% | 0.1% | 7.1% | -2.3% | 17.3%
Cc1nn(Cc2ccc(C(=O)Nc3ccc(C(=O)OC(C)C)cc3)o2)c(C)c1Cl | ? | 23.1µM* | ? | -16.5% | 6.7% | -4.9% | -1.1% | 0.0% | 8.4%
CCC(COC)NCc1cn(-c2ccc(OC)cc2)nc1-c1cccc(F)c1 (stereo not drawn) | ? | 5.17µM* | ? | -12.5% | 4.3% | ? | ? | 4.47µM* | -15.5%
COc1ccc(Nc2nc(NN)nc(C)c2[N+](=O)[O-])cc1 | -0.8% | -16.8% | -14.9% | 0.7% | 10.3% | 2.3% | 0.7% | 10.6% | ?
COc1ccc2cc3cc(C(=O)NCCCN4CCOCC4)oc3nc2c1 | 8.4% | -19.4% | 6.4% | ? | -0.7% | -5.5% | 3.3% | 82.8%[activator] | 2.3%
CCCn1c(=O)c2c(nc3n2CCN3Cc2ccco2)n(C)c1=O | 3.6% | -14.6% | -4.3% | 0.0% | -3.2% | -5.5% | -1.1% | 10.7% | -1.0%
Cc1ccnc(NC(=O)CNC(=O)c2ccc(C)s2)c1 | 2.2% | -19.3% | -5.0% | 1.1% | 0.4% | -4.3% | -1.1% | 40.2%[activator] | 1.7%
O=C(c1ccccc1F)N(Cc1cccnc1)Cc1cc2cc3c(cc2[nH]c1=O)OCCO3 | -10.5% | 0.1% | -29.8% | -1.5% | -1.6% | -7.2% | 1.1%[1.84 µM] | 41.2%[activator] | /
COc1ccc(C(=O)CCN2CCc3cc(OC)c(OC)cc3C2)cc1 | ? | -10.7% | ? | 1.8% | -0.9% | ? | 2.0% | ? | 4.5%
Cc1cccc(NC(=O)CN(C)S(=O)(=O)c2ccc3c(c2)c(=O)n(C)c(=O)n3C)c1C | / | -4.7% | / | -4.7% | 0.9% | -19.6% | / | 12.3% | -8.6%
CC(=O)NC(C)c1ccc(Cl)c(Cl)c1 (stereo not drawn) | 0.0% | 0.7% | 0.0% | -3.9% | 2.9% | 4.9% | 3.8% | 10.2% | -17.7%
O=C1COCCOCCOCC(=O)NCCN1 | 2.2% | 7.2% | 22.2% | 8.4% | 5.8% | -2.1% | -4.4% | 3.2% | -14.6%
CC1(C(=O)NCc2ccco2)Cc2c(-c3ccc4c(c3)OCO4)ccnc2O1 (stereo not drawn) | ? | 2.59µM* | ? | 2.59µM* | 32.5% | -23.4% | / | ? | 23.5%
CC(=O)Nc1ccc(NC(=O)COC(=O)[C@@H](NC(=O)c2ccc(F)cc2)C(C)C)cc1 | -1.5% | -3.9% | 0.2% | -12.0% | 8.0% | -4.1% | -7.5% | -2.3% | -3.8%
Cc1ccc(NC(=O)Nc2nnc([C@H]3C[C@H](O)[C@@H](CO)O3)s2)cc1 | 4.4% | -0.8% | 3.3% | -1.1% | 0.6% | -13.4% | / | 2.3% | 1.1%
COc1cc2c(cc1NC(=O)/C=C/c1cc(OC)c(OC)c(OC)c1)oc1ccccc12 | -5.5% | -15.3% | -0.5% | 5.7% | 1.7% | 19.5% | 7.4% | ? | 7.6%
O=C(CN1CCCC1)N1CCN(c2ccccc2)CC1 | 2.9% | 12.9% | 3.9% | -4.0% | -2.3% | -3.7% | 100.9%[1.84 µM] | 13.6% | 0.5%
NC(=O)c1ncc(C(F)(F)F)cc1Oc1ccc(C(F)(F)F)cc1 | 0.0% | -3.2% | 2.9% | -5.3% | 2.7% | -4.3% | -1.5% | 0.0% | 15.6%
Cn1c(=N)c(S(=O)(=O)c2ccc(F)cc2)cc2c(=O)n3ccccc3nc21 | 9.2% | -8.4% | 6.7% | 22.9% | -6.1% | 35.4%[activator] | ? | 23.3% | -7.9%
COC(=O)Cn1c(=NC(=O)c2cccc(OC)c2)sc2cc(OC)ccc21 | -13.2% | ? | -3.8% | 25.8% | 2.4% | 63.8%[activator] | -14.4% | 8.4% | 3.3%
Cc1ccc(NC(=O)C2=CC(c3ccc(C)cc3)=NS(=O)(=O)N2C)cc1 | -16.1% | -3.0% | -1.1% | -15.2% | 3.2% | 2.5% | 4.2% | 9.8% | 3.8%
Cn1c(SCC(=O)N/N=C/c2ccncc2)nc2ccccc21 | 2.7% | -9.6% | 13.1% | 9.8% | 7.1% | 9.8% | -12.8% | 16.6% | -0.5%
O=C1CC2(CCN(C(=O)c3cccc([N+](=O)[O-])c3)CC2)Oc2ccccc21 | -14.9% | -16.8% | -1.4% | -10.4% | 0.2% | -5.6% | 0.2% | -8.7% | 24.3%
C/C(=C\c1ccccc1)C(=O)NCCN1CCOCC1 | 3.3% | 12.3% | 2.1% | -2.4% | 6.1% | 4.5% | 9.3% | 6.7% | 16.8%
CCCCCCCCNC(C)C(O)c1ccc(SC(C)C)cc1 (stereo not drawn) | ? | 16.4µM* | 23.1µM* | -5.1% | -4.1%&-11.1% | -12.0% | ? | ? | ?
COc1ccc(C2SCCN2S(=O)(=O)c2ccc(F)cc2)cc1OC (stereo not drawn) | -19.6% | -6.6% | -1.3% | 6.9% | 8.4% | -3.3% | -6.6% | 0.3% | 14.3%
CCOc1ccccc1NC(=O)CN1C(=O)CC(c2ccc(C)c(C)c2)=Nc2ccccc21 | / | 1.2% | / | -1.5% | / | 4.8% | / | 16.7% | -3.9%
CCN(CC)c1ccc2cc(C(C)=O)c(=O)oc2c1 | 15.6% | -1.5% | 2.7% | 2.3% | 13.4% | / | 20.6µM* | 61.4%[activator] | ?
COc1cccc(NC(=S)Nc2ccc(O)cc2)c1 | -11.9% | -0.4% | -0.1% | 14.3% | -2.7% | 5.4% | -8.9% | 10.5% | 4.0%

Structural class, those above containing a CF3 group.
SMILES | HT1080 IDH1KD tx | KB-V1 MDR tox | HT1080NT lethal | KB-3-1 cytotox | GLP-1R agonist | HEK293 tox | SW480 rereplic | GLP-1R inv ag | TDP-43 yeast inh
O=C(Nc1ccc(Cl)cc1C(F)(F)F)c1ccccc1 | -1.2% | -14.7% | -3.3% | 8.4% | 7.7% | -5.2% | 2.7% | 3.0% | 0.5%
NC(=O)c1ncc(C(F)(F)F)cc1Oc1ccc(C(F)(F)F)cc1 | 0.0% | -3.2% | 2.9% | -5.3% | 2.7% | -4.3% | -1.5% | 0.0% | 15.6%
